Screens (PubChem BioAssay)
H1N1 NS1A inhibition – H1N1 influenza NS1A inhibitors, functional cell based assay (AID 504329). NS1A functional cell-based assay, percent inhibition; higher % means a stronger effect. inhibition, % at 12.5 µM, or IC50 in µM where a hit was titrated. actives 0.3% (n = 340,000); in the data active means a potency from the dose series; inconclusive means inhibition above about 27% without an active follow-up result; further: strong numbers were not always called active
VEEV TC-83 Vero – inhibitors of VEEV TC-83 cytopathic effect, confirmation, Vero cells (AID 588727). Vero cells, VEEV TC-83 cytopathic effect inhibition; higher % means a stronger effect. one-dose inhibition, % at 20 µM; IC50 in µM for titrated hits. actives 0.13% (n = 350,000); in the data active means a potency from the dose series; inconclusive means inhibition mostly from about 14% at the one dose, without a potency; inactive means the rest, 99 in 100 with inhibition below about 12%; further: strong numbers were not always called active
M. tuberculosis – growth inhibition of non-replicating M. tuberculosis (AID 488890) | actives 0.39% (n = 320,000) | Mycobacterium tuberculosis non-replicating, growth inhibition; higher % means a stronger effect | inhibition, % at 25 µM, or IC50 in µM where a hit was titrated; in the data active means a potency from the dose series; inconclusive means inhibition mostly from about 82% at the one dose, without a potency; inactive means the rest, 99 in 100 with inhibition below about 76%;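 further: plate controls were DMSO cells for no effect and high antibiotic wells for full effect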
M. tuberculosis HTS – M. tuberculosis growth inhibition, HTS (AID 449762); actives 0.59% (n = 330,000); M. tuberculosis H37Rv growth inhibition, 7H9 media; higher % means a stronger effect; one-dose inhibition, % at 25 µM; IC50 in µM for titrated hits; in the data active means a potency from the dose series; inconclusive means inhibition above about 70% without an active follow-up result;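 further: bacterial growth assessed after seven days of incubation; strong numbers were not always called active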
PhoP GFP inhibition – PhoP regulon inhibitors, Salmonella typhi PhoP promoter GFP reporter, confirmatory (AID 1850); actives 0.33% (n = 310,000); inhibition, % at 50 µM; hits with a dose series show IC50 in µM; Salmonella Typhi PhoP-promoter GFP reporter, fluorescence, 4 h; higher % means a stronger effect; in the data active means a potency from the dose series; inconclusive means inhibition mostly from about 25% at the one dose, without a potency; inactive means the rest, 99 in 100 with inhibition below about 19%;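 further: 0% = induced wells with vehicle and 100% = uninduced wells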
Numbers without * were called inactive; i = inactive; ? = inconclusive; nt = no result given.

SMILES	H1N1 NS1A inhibition	VEEV TC-83 Vero	M. tuberculosis	M. tuberculosis HTS	PhoP GFP inhibition
COc1ccccc1NC(=O)CN1CCN(CC(=O)Nc2ccccc2F)CC1	16%	i	nt	nt	nt
O=C(Nc1cccnc1)c1cc(-c2cccs2)on1	0%	2.6%	16%	-3%	-5%
CC1Cc2ccccc2N1C(=O)CN(C)S(=O)(=O)c1cccc2cccnc12 (stereo unspecified)	-2%	9.5%	nt	5%	0%
CCC(C)C1NC(=O)C(NC(=O)C(CC(C)C)N(C)C(=O)C2CCCN2C(=O)C(C)O)C(C)OC(=O)C(Cc2ccc(OC)cc2)N(C)C(=O)C2CCCN2C(=O)C(CC(C)C)NC(=O)[C@H](C)C(=O)[C@H](C(C)C)OC(=O)CC1O (stereo partly specified)	8%	i	nt	nt	nt
COc1ccc(C(=O)[C@@H]2CC[C@](C)(C(=O)O)C2(C)C)cc1	-8%	1.4%	-20%	-1%	4%
CC(=O)Nc1ccccc1OP1(=O)COc2ccccc2OC1	-1%	i	10%	-9%	19%
CS(=O)(=O)N1CCCC(C(=O)N2CCC3(CC2)OCCO3)C1 (stereo unspecified)	-2%	i	1%	-2%	10%
Nc1c(C(=O)NCc2ccc3c(c2)OCO3)c2nc3ccccc3nc2n1CCCN1CCOCC1	-42%	i	51%	?	17%
COC(=O)CSc1nc(C)cc(C(F)(F)F)c1C#N	-6%	0.3%	55%	4%	3%
CSc1ccc(C(=O)C2CCCN(C(=O)c3cccnc3SC)C2)cc1 (stereo unspecified)	-1%	1.2%	18%	12%	-1%
FC(F)(F)c1cccc(Cc2noc(CN(Cc3ccccn3)CC3CCCO3)n2)c1 (stereo unspecified)	-3%	6.2%	12%	-6%	-16%
COc1cc(C(=O)N(CCN(C)C)CC2CCCN(Cc3ccccc3F)C2)ccc1C (stereo unspecified)	-7%	i	7%	2%	19%
COc1cccc(NC(=O)CS(=O)(=O)c2cn(CC(=O)N3CCOCC3)c3ccccc23)c1	-7%	3.2%	5%	2%	3%
CCOc1ccc2oc(C(=O)OCC(=O)N3C(C)CCCC3C)c(C)c2c1 (stereo unspecified)	-10%	8.0%	24%	35%	nt
COCc1nnc(NC(=O)C2CCN(C(=O)c3ccco3)CC2)s1	8%	i	0%	6%	-8%
CC(=O)N1CCCC(C(=O)c2ccc(Oc3ccccc3)cc2)C1 (stereo unspecified)	-7%	2.0%	0%	3%	-16%
COCCn1c(SCC(=O)Nc2ccc(OC)cc2)nnc1-c1ccoc1C	-6%	0.8%	-9%	3%	12%
COc1ccc(CCN2C(=S)N(c3ccc(Cl)cc3)C(=O)C2CC(N)=O)cc1OC (stereo unspecified)	-17%	2.6%	10%	-6%	-21%
O=C(CN1CCN(C(C(=O)Nc2cc(C(F)(F)F)ccc2Cl)c2ccccc2)CC1)NC1CC1 (stereo unspecified)	0%	4.9%	nt	nt	nt
O=C(Cc1cccc(C(F)(F)F)c1)OCN1C(=O)c2ccccc2C1=O	2%	1.2%	-17%	-5%	8%
N#C/C(=C\c1ccc(OC(=O)c2ccccn2)cc1)C(N)=O	2%	1.8%	-8%	-10%	-5%
Cc1ccc(-c2nn(-c3ccccc3)cc2C(=O)NCC(c2cccs2)N2CCOCC2)cc1 (stereo unspecified)	0%	8.1%	15%	45%	-2%
Cn1c(=NC(=O)c2cnccn2)sc2ccccc21	1%	1.5%	0%	0%	-7%
CCOC(=O)N1CCN(C(=O)CCn2c(=S)[nH]c3cc(OCC)c(OCC)cc3c2=O)CC1	nt	nt	-1%	4%	-1%
NC(=O)CCC(NS(=O)(=O)c1ccc(Cl)cc1)C(=O)NCc1ccccc1Cl (stereo unspecified)	1%	i	10%	0%	-6%

Overlap with the part before: 6 entries; new compounds follow.
SMILES	H1N1 NS1A inhibition	VEEV TC-83 Vero	M. tuberculosis	M. tuberculosis HTS	PhoP GFP inhibition
O=C(Cc1cccc(C(F)(F)F)c1)OCN1C(=O)c2ccccc2C1=O	2%	1.2%	-17%	-5%	8%
N#C/C(=C\c1ccc(OC(=O)c2ccccn2)cc1)C(N)=O	2%	1.8%	-8%	-10%	-5%
Cc1ccc(-c2nn(-c3ccccc3)cc2C(=O)NCC(c2cccs2)N2CCOCC2)cc1 (stereo unspecified)	0%	8.1%	15%	45%	-2%
Cn1c(=NC(=O)c2cnccn2)sc2ccccc21	1%	1.5%	0%	0%	-7%
CCOC(=O)N1CCN(C(=O)CCn2c(=S)[nH]c3cc(OCC)c(OCC)cc3c2=O)CC1	nt	nt	-1%	4%	-1%
NC(=O)CCC(NS(=O)(=O)c1ccc(Cl)cc1)C(=O)NCc1ccccc1Cl (stereo unspecified)	1%	i	10%	0%	-6%
CCC(C)NC(=O)CN1C(=O)NC2NC(=O)NC21 (stereo unspecified)	-1%	1.1%	5%	1%	-1%
CC1(C)CC(=O)C(C=NCC(O)c2ccccc2)=C(O)C1 (stereo unspecified)	0%	i	1%	-1%	-3%
CN1CCN(c2ccc(F)cc2N)CC1	1%	1.9%	-29%	-1%	-23%
CCCC(O)(c1ccccc1)C(CN1CCOCC1)c1ccccc1 (stereo unspecified)	-6%	i	-4%	10%	-14%
O=C(CSc1nnnn1-c1cccc2ccccc12)Nc1ccc(C(=O)O)cc1	-4%	0.6%	6%	-1%	-4%
COc1cccc(C(=O)Nc2cc(=O)n(C)c(=O)n2C)c1OC	2%	1.0%	nt	-11%	7%
CCOC(=O)c1ccccc1NC(=O)c1ccc(Cl)c(S(=O)(=O)N2CCOCC2)c1	0%	11%	-12%	-9%	-5%
N=C(N)Cc1ccccc1Sc1ccccc1	15%	i	9%	-2%	3%
COc1ccc(Cl)cc1NS(=O)(=O)c1cccc(C(=O)NCC2(N(C)C)CCCCC2)c1	-5%	1.5%	3%	6%	2%
CCN(CC)c1ccc(NC(=O)CN(C)Cc2cccs2)cc1	15%	i	10%	7%	14%
c1ccc(Cn2ncc3c(N4CCOCC4)ncnc32)cc1	-7%	5.7%	-6%	-1%	10%
Oc1ccc(/C=N/N2CCN(Cc3ccccc3)CC2)cc1	2%	0.4%	12%	-4%	9%
Cc1ccc(S(=O)(=O)Nc2ccc(NC(=O)c3cccnc3)cc2)cc1	2%	1.6%	5%	2%	5%
C/C=C/C(=O)OCC(=O)Nc1ccc(OC)c(OC)c1	-1%	2.4%	0%	-5%	7%
CCc1ccc(NC(=O)CSc2nnnn2C)cc1	6%	0.7%	13%	30%	6%
CS(=O)(=O)c1ccc2nc(NC(=O)c3ccc(Cn4cc(Br)cn4)o3)sc2c1	-3%	8.4%	3%	-4%	-8%
O=[N+]([O-])c1cccnc1Sc1n[nH]c(-c2ccc(Cl)cc2)n1	-2%	1.3%	-4%	-1%	-1%
O=C(COC(=O)/C=C/c1ccc(Cl)cc1Cl)Nc1cc(C(F)(F)F)ccc1N1CCOCC1	-41%	i	4%	-6%	-3%
O=C(NCc1ccccn1)/C(=C/c1ccco1)NC(=O)c1ccccc1	1%	1.5%	-5%	-4%	-8%
CCOc1ccc(-n2c(=S)sc3c(=O)[nH]c(SCC(=O)NCc4ccco4)nc32)cc1	-4%	1.6%	nt	nt	-8%
CN(C(=O)COC(=O)/C=C/c1ccc(C(F)(F)F)cc1)C1CCS(=O)(=O)C1 (stereo unspecified)	-19%	1.8%	-4%	8%	-4%
O=C(c1ccco1)N1CCN(S(=O)(=O)c2ccccc2)CC1	-1%	i	-5%	-5%	3%
COc1ccc(COC(=O)CCc2cc(OC)c(OC)c(OC)c2)cc1F	-3%	0.6%	nt	nt	nt
COc1ccccc1NC(=S)NC(NC(C)=O)C(Cl)(Cl)Cl (stereo unspecified)	3%	4.0%	7%	1%	4%
COc1ccc(NC(=O)CN(C)C(=O)CNC(=O)c2cccs2)cc1	23%	2.1%	-9%	-4%	-3%
The list goes on:
SMILES	H1N1 NS1A inhibition	VEEV TC-83 Vero	M. tuberculosis	M. tuberculosis HTS	PhoP GFP inhibition
O=C(OCC(=O)N1CCC(Cc2ccccc2)CC1)c1ccccc1NCCO	-3%	5.7%	2%	1%	-6%
CC(=O)c1cccc(NC(=O)C2CCCN2S(=O)(=O)c2cccc3cccnc23)c1 (stereo unspecified)	2%	0.6%	nt	0%	16%
Cc1noc(C)c1COc1ccc(C(=O)OCC(=O)OC(C)(C)C)cc1	-1%	3.9%	76%	?	-1%
CCN1CCN(C(c2ccccc2)c2nnnn2CCc2ccc(OC)c(OC)c2)CC1 (stereo unspecified)	4%	0.1%	-12%	-2%	10%
NC(=O)CSc1nnc2n(-c3ccccc3)c(=O)c3c4c(sc3n12)CCCCC4	0%	6.1%	6%	1%	1%
COc1ccc(C2C(C(=O)Nc3cccc(OC)c3)c3ccccc3C(=O)N2C)cc1 (stereo unspecified)	-9%	0.8%	6%	3%	-8%
O=C1CC(N2CCN(Cc3ccc4c(c3)OCO4)CC2)C(=O)N1CCc1ccccc1 (stereo unspecified)	-8%	i	?	-1%	5%
O=C(CCc1ccccc1)NN1C(=O)C2C3C=CC(C3)C2C1=O (stereo unspecified)	0%	1.0%	-12%	-8%	-2%
COC(=O)C1=C(C)N(Cc2ccco2)C(=O)/C1=C\c1ccc([N+](=O)[O-])cc1	5%	>25µM*	56%	23%	9%
Cc1c(C=C(C#N)c2ccc([N+](=O)[O-])cc2)c(=O)n(-c2ccccc2)n1C	1%	1.9%	nt	nt	nt
O=C(O)/C(=C\c1cccs1)c1ccccc1	4%	1.7%	10%	0%	0%
Cc1ccc(C(=O)Nc2ccc(NC(=O)c3ccco3)c(C)c2)cc1	3%	1.5%	-9%	11%	-7%
O=C(CCC1CCCC1)Nc1ccon1	5%	4.1%	1%	-10%	-7%
CS(=O)(=O)N1CCC(C(=O)NNC(=O)Nc2ccc(F)c(Cl)c2)CC1	9%	i	-15%	-8%	-8%
Cc1ccc([C@@H]2[C@@H]3C(=O)N(c4ccccc4)C(=O)[C@@H]3[C@]3(Cc4ccccc4)C(=O)N(CC4CC4)CC(=O)N23)o1	-2%	0.4%	1%	-12%	-2%
CCN(CC)S(=O)(=O)c1ccc2c(c1)nc(-c1ccccn1)n2C	1%	i	11%	12%	1%
O=C(NCc1ccco1)c1ccccc1NS(=O)(=O)c1cccs1	0%	i	6%	-9%	-6%
CCCCC(=O)NC(c1ccc(OC)c(OC)c1)c1c(O)ccc2ccccc12 (stereo unspecified)	20%	i	nt	nt	-1%
NC(=O)CSc1nnc(Cc2cccs2)n1C1CCCCC1	-4%	0.6%	3%	-20%	-8%
CC(=O)O[C@H]1C2OC(=O)C(C)=C2[C@@H]2OC(=O)[C@]3(CCC4OC41C)OC23 (stereo partly specified)	-6%	i	-17%	-3%	-3%
Cc1ccsc1C(=O)OCC(=O)NCC1CCCO1 (stereo unspecified)	-2%	1.5%	-5%	-3%	-2%
O=C(Nc1cccc(C(=O)Nc2ccc(Cl)cn2)c1)c1ccccc1	-7%	3.0%	10%	1%	-2%
CCN1CCN(C(=O)c2ccc3c(=O)n(CCC4=CCCCC4)c(=O)[nH]c3c2)CC1	15%	1.1%	17%	-3%	-4%
Cc1ccc(C)c(NC(=O)CSc2nnc([C@@H]3CCCN3C(=O)OC(C)(C)C)o2)c1	-2%	4.4%	0%	-1%	-5%
O=C(Nc1ccccc1-c1ccccc1)C(=O)Nc1ccccc1-c1ccccc1	nt	nt	-4%	5%	-2%
Next part
SMILES	H1N1 NS1A inhibition	VEEV TC-83 Vero	M. tuberculosis	M. tuberculosis HTS	PhoP GFP inhibition
CCn1cc(CN2CCC(n3nccc3NC(=O)CCCc3ccccc3)CC2)cn1	-1%	i	5%	-2%	0%
CCC1CCCCN1C(=O)CSc1nc(N)cc(=O)[nH]1 (stereo unspecified)	7%	1.3%	-2%	-7%	-8%
COc1cc(C(=O)OCC(=O)NC2CCS(=O)(=O)C2)c([N+](=O)[O-])cc1OC (stereo unspecified)	-14%	2.8%	-5%	6%	11%
CC1CCCC(C)N1C(=O)Cn1c(SCC(=O)NCc2ccc3c(c2)OCO3)nc2ccccc21 (stereo unspecified)	-1%	0.1%	7%	-6%	-11%
C/C(=N\OCC(=O)OC(C)C(=O)Nc1ccc(C(N)=O)cc1)c1ccc2c(c1)OCO2 (stereo unspecified)	21%	0.4%	-10%	-5%	-8%
NC(=O)c1ccccc1OCc1nnc(-c2ccccc2Br)o1	-9%	2.0%	2%	2%	2%

Two compounds from above with just VEEV TC-83 Vero:
| mol | VEEV TC-83 Vero |
| --- | --- |
| O=C(NCc1ccccn1)/C(=C/c1ccco1)NC(=O)c1ccccc1 | 1.5% |
| CCOc1ccc(-n2c(=S)sc3c(=O)[nH]c(SCC(=O)NCc4ccco4)nc32)cc1 | 1.6% |
